CBFb-RUNX1 inh: CBF-beta/RUNX1 interaction disruption | AlphaScreen CBFb-His/RUNX1-biotin binding, biochemical | Potency, µM (doses to about 59.8 µM), without a hit: at the highest dose activity, negative = inhibition, actives largely listed as inhibitors | 230,000 tested, under 10 active | AID 1477; also: % of control where 0% means no effect
Target sequence (Q01196 whole entry, looked up): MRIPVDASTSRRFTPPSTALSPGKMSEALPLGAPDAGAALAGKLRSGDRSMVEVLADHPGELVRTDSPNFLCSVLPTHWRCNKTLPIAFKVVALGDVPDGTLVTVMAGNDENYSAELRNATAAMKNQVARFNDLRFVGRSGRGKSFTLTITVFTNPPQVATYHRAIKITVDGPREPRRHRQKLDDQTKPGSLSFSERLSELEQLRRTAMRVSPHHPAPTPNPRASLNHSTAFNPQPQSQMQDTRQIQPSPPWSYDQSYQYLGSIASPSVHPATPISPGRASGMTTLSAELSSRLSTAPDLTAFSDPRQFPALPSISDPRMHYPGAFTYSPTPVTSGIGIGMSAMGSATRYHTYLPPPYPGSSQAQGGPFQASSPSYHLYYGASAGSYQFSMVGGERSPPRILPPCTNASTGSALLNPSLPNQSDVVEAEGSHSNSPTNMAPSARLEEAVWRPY
Target sequence (Q13951 whole entry, looked up): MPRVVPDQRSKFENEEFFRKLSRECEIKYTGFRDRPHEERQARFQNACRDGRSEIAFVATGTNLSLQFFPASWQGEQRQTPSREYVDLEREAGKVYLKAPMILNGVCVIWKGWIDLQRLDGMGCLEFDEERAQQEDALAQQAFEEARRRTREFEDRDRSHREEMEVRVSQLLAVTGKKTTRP
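Inhibition was taken as any reduction in AlphaScreen signal from the CBF-beta–RUNX1 pair (His and biotin tags, 30 nM each), measured after compound (15 min) and bead (90 min) incubations at room temperature.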
HTT cytoprotect: protects HTT-Q103 PC12 cells, measured by ATP; PC12 HTT-Q103 induced, cytoprotection, ATP luminescence, 40 h; Potency, µM (titrated, usually from 56.4 µM), without a hit: cytoprotection (ATP increase), hits mostly activators; 230,000 tested, 0.14% active;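 also: potency is read from the fitted curve at half-maximal effect; % of control where 0% means no effect; nearly all actives have a fitted effect of over 45% in size; toxic huntingtin expression switched on by the ecdysone agonist tebufenozide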
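Compounds added alongside 100 nM tebufenozide, which induces toxic Q103 huntingtin exon 1-GFP in stable PC12 cells; surviving cells quantified by luminescent ATP measurement. Medium: phenol red-free DMEM, 5% equine and 5% calf serum.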
KinaseGlo FLuc: Kinase-Glo luciferase inhibition (counter-screen); Q27757; Kinase-Glo luciferase, ATP luminescence, 8 min; Potency, µM (doses to about 38.3 µM), without a hit: at the top dose activity change, negative = inhibition, actives largely listed as inhibitors; 200,000 tested, 0.28% active; AID 1379; also: potency is read from the fitted curve at half-maximal effect; % is scaled to controls: 0 for no effect and ±100 for the full control effect; nearly all actives have a fitted effect of over 60% in size
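Substrate mix (final 50 mM imidazole pH 7.2, 50 mM KCl, 7 mM MgCl2, 10 uM ATP, 0.01% Tween 20, 0.05% BSA) plus pin-tool compound, then Kinase-Glo detection mix; 8 min ambient, luminescence read.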
IMPase Li inh: IMPase inhibition in cells with lithium potentiation; CHO-M1 cells, IP1 TR-FRET (IP-One), carbachol + lithium; Potency, µM (doses to about 59.4 µM), without a hit: at the top dose activity, negative = IMPase inhibition, most hits filed as inhibitors; 210,000 tested, 0.35% active; AID 1457;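 also: IP1 builds up when IMPase is blocked and the TR-FRET signal falls; potency is read from the fitted curve at half-maximal effect; plate controls were basal vehicle for no effect and high inhibitor control for full effect; nearly all actives have a fitted effect of over 50% in size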
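CHO cells stably expressing M1 receptor (2000/well, cultured 16–30 h) treated 30 min at 37C with compound plus low lithium. Cytosolic IP1 by TR-FRET (665/620 ratio and 620 channel) after 10 min lysis; AC50 by Hill fit.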
SMN2 splice enh: SMN2 splice variant enhancement; 210,000 tested, 2.8% active; AID 1458; Potency, µM (doses to about 46.1 µM), for inactives: top-dose activity change, positive = activation, actives largely listed as activators; HEK293 SMN2-luciferase splicing reporter, luminescence, 30-36 h; also: potency is read from the fitted curve at half-maximal effect; % of control where 0% means no effect; nearly all actives have a fitted effect of over 55% in size
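HEK293 cells carry an SMN2 […]–luciferase reporter in which exon 7 inclusion puts luciferase in frame. Cells were plated 10-12 h before compound addition, then incubated 30-36 h at 37C. ONE-Glo luminescence was read; sodium butyrate at 4.5 mM final served as control.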
Lamin A splicing: modulators of lamin A splicing; HeLa LMNA splicing GFP/RFP minigene ratio, 48 h; Potency, µM (series often up to 46.1 µM), for the others: at the top dose ratio change, negative = inhibition, most hits filed as inhibitors; 200,000 tested, 0.01% active; AID 1487; active = well fitted inhibition curve with a large enough effect in the signal ratio, with a control signal flat, not every such curve was filed as active; inconclusive = small, poorly fitted or top-dose-only effect, or effect the other way, or a change in a side signal; the % refers to the signal ratio; also: potency is read from the fitted curve at half-maximal effect; % is scaled to controls: 0 for no effect and ±100 for the full control effect
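Read-out is the ratio of GFP to DsRed2 object intensity, acquired by 488 nm laser-scanning cytometry on HeLa lamin A-EGFP minigene reporter cells. Compound incubation 48 hrs at 37 °C in Opti-MEM with 2% FBS; DMSO 0.5% final.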
HttQ103 aggreg: reduces HttQ103-GFP aggregates in PC12 cells; PC12 HttQ103-GFP aggregates, Acumen cytometry, 40 h; Potency, µM (highest dose often 46.1 µM), for the others: at the top dose activity change, negative = inhibition, hits mostly inhibitors; 220,000 tested, 1.1% active; also: potency is read from the fitted curve at half-maximal effect; % is scaled to controls: 0 for no effect and ±100 for the full control effect; nearly all actives have a fitted effect of over 60% in size
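Aggregate formation scored by laser-scanning cytometer (488 excitation, 500–530 emission) in lysed PC12 cells expressing Q103-GFP after 100 nM tebufenozide induction; library tested in dose series, with ATPLite reagent added in the multiplex.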
* = called active by the depositor; ? = inconclusive; · = not tested or not shown; [ ] = remark or other dose. Unless noted, calls follow the shape of the dose curve; as a rule, active = well fitted curve in the direction sought with a large enough effect; inconclusive = small, poorly fitted or top-dose-only effect, or another doubt; inactive = no such curve, though single readings can be large; an effect the other way counts as inactive or inconclusive.

SMILES	CBFb-RUNX1 inh	HTT cytoprotect	KinaseGlo FLuc	IMPase Li inh	SMN2 splice enh	Lamin A splicing	HttQ103 aggreg
Cc1nnc(SCC(=O)Nc2ccc3c(c2)OCO3)[nH]c1=O	7%	2%	-2%	-4%	-42%	?	-17%
CC(C)NC(=O)CC1Nc2c3ccccc3nc(=S)n2C1=O (stereo not given)	-4%	20%	-2%	-11%[38.3 µM]	9%	-11%	7%
CSc1ccccc1-n1nnnc1SCc1ccccc1	?	-7%[0.074 µM]	0%	41%[activator][38.3 µM]	1%	?	?
O=C(O)/C=C/c1cn(-c2ccccc2)nc1-c1ccc2c(c1)OCCO2	-4%	-13%[10 µM]	·	·	·	·	-9%[9.22 µM]
Cc1ccc(C(C(=O)NC(C)(C)C)N(CCCN2CCOCC2)C(=O)c2ccc(-c3ccccc3)[nH]2)o1 (stereo not given)	2%	12%[10 µM]	1%	3%	·	-4%[46 µM]	2%[9.22 µM]
OCCC1CN(Cc2ccc(-n3cccn3)cc2)CCN1Cc1ccccc1 (stereo not given)	2%	8%[10 µM]	0%	16%	·	1%[46 µM]	-2%[9.22 µM]
Cc1ccccc1Cn1nnc(C(=O)Nc2cccc(C)c2C)c1N	4%	-69%[inhibitor]	4%	13%[38.3 µM]	-1%	?	?
CCC(=O)Nc1cc2c(cc1C(=O)c1ccccc1)OCCO2	-2%	-15%	3%	1%[38.3 µM]	20%	0%	6%
COC(=O)c1cnn2c3c(c(C)nc12)CCCC3	3%	-26%	-4%	4%[38.3 µM]	16%	7%	-5%
COc1nc(NCc2cccnc2)nc(NC2CCCCC2)n1	1%	·	-2%	-1%	11%	8%	1%
O=C(Oc1cccc2cccnc12)c1cccc(N2C(=O)C3C4CCC(C4)C3C2=O)c1 (stereo not given)	?	24%[10 µM]	1%	-4%	-13%	3%	?
CCOc1cc(CN2CCN(c3cccc(C(F)(F)F)c3)CC2)ccc1OC	-6%	3%	3%	24%[38.3 µM]	-5%	-21%	-1%[9.22 µM]
CCOC(=O)Cn1c(Br)nc2c1c(=O)[nH]c(=O)n2C	6%	5%	18%	23%[38.3 µM]	0%	-10%	3%
CC(C)(OC1OC(CO)C(O)C(O)C1O)[C@H]1Oc2ccc3ccc(=O)oc3c2[C@H]1O (stereo not given in full)	6%[2.36 µM]	·	0%	5%	16%	-8%	-15%
Cc1ccccc1NC(=O)CSc1nc(Nc2ccccc2)nc(N2CCOCC2)n1	1%	?	-1%	31%[38.3 µM]	21%	?	-12%
CCOc1nc2ccccc2nc1NS(=O)(=O)c1ccccc1	5%	6%[10 µM]	5%	-22%[38.3 µM]	10%	?	7%
CCCCNC(=O)CSc1nnc(Cc2ccccc2)n1CC	7%	24%[1.9 µM]	0%	5%	-26%	-1%	1%
CN(C)S(=O)(=O)c1ccc(C(=O)Nc2ccccc2OC(F)(F)C(F)F)cc1	8%	2%[10 µM]	2%	20%[38.3 µM]	-2%	-15%	-23%
CC(=O)c1cccc(NC(=O)COC(=O)COc2c(Cl)cc(Cl)c3ccc(C)nc23)c1	-1%	-12%[1.9 µM]	0%	-2%	-3%	-7%	-30%
CN(C)S(=O)(=O)Oc1cccc(C(=O)Nc2ccc([N+](=O)[O-])cc2)c1	-20%	-30%	3%	13%	-25%	?	?
CCCCc1nc2ccn(CC(=O)N(C)C)c(=O)c2n1Cc1ccc(-c2ccccc2-c2nn[nH]n2)cc1	3%	-69%[inhibitor]	4%[39.9 µM]	3%	·	·	·
CC1(C)CC(=O)C(C=N)=C(O)C1	5%	6%	-2%	-1%[38.3 µM]	-11%	3%	-4%
CCCCCn1c(=O)[nH]c2cc(C(=O)NCCCN3CCCCC3)ccc2c1=O	16%	0%[1.9 µM]	1%	14%	6%	?	5%
COc1cc(OC)c(OC)cc1CN1CCN(c2ccc(F)cc2)CC1	1%	-19%[10 µM]	·	·	·	·	1%[9.22 µM]
COc1ccc(C(=O)Nc2ccc(Cl)cc2C(=O)N2CCCC(C)C2)cc1 (stereo not given)	4%	11%	-5%	31%[38.3 µM]	2%	5%	-2%

Only HttQ103 aggreg, SMN2 splice enh and KinaseGlo FLuc, for 2 of the compounds above:
structure	HttQ103 aggreg	SMN2 splice enh	KinaseGlo FLuc
CSc1ccccc1-n1nnnc1SCc1ccccc1	?	1%	0%
CCOc1nc2ccccc2nc1NS(=O)(=O)c1ccccc1	7%	10%	5%

(list continues)
SMILES	CBFb-RUNX1 inh	HTT cytoprotect	KinaseGlo FLuc	IMPase Li inh	SMN2 splice enh	Lamin A splicing	HttQ103 aggreg
CCOc1ccc(-c2nnc3ccc(SCC(=O)Nc4nc5ccc(C)cc5s4)nn23)cc1	-4%	28%[10 µM]	2%	-10%	-10%	-3%	-11%
COc1ccc(NC(=O)CN2CCN(C3c4ccccc4-c4ccccc43)CC2)cc1	-17%	-64%[inhibitor]	0%	9%[38.3 µM]	0%	?	?
Cc1ccsc1/C=N/n1c(-c2ccco2)n[nH]c1=S	-9%	-8%	4%	-3%[38.3 µM]	-9%	-4%	11%
Cc1onc(-c2c(F)cccc2Cl)c1C(=O)OCC(=O)Nc1c(C)n(C)n(-c2ccccc2)c1=O	-8%	5%	-1%	-2%[38.3 µM]	-24%	?	-13%
Nc1ccc(N2CCCCCC2)cc1	?	-37%	-16%	66%[activator][38.3 µM]	1%	2%	?
COc1ccccc1NC(=O)N1CCc2[nH]c3ccc(Cl)cc3c2C1	-5%	-13%	-1%	6%[38.3 µM]	-9%	13%	-5%
NC(=O)NC(=O)CSc1ccccc1	1%	10%[10 µM]	1%	5%	0%	?	0%
COc1cccc2c1CCC1=CC(=O)CC[C@@]12C	18%	·	-6%	20%	-4%	·	·
COc1ccc(-c2nc3cnc(Nc4cccc(OC)c4)nc3n(Cc3cccs3)c2=O)cc1	·	0%	·	0%	·	?	·
CNC(=S)NCCC(c1ccccc1)c1ccccc1	-14%	-4%[10 µM]	-3%	1%	10%	0%	18%
O=C(CSc1nnc(-c2ccc(Cl)s2)o1)N1CCOCC1	4%	1%	-1%	-7%[38.3 µM]	11%	9%	6%
Cc1cccc(OCCC(=O)Nc2c(C)n(C)n(-c3ccccc3)c2=O)c1	3%	2%	-3%	24%[38.3 µM]	?	-4%	-3%
C=CCn1c(SCC(=O)NCC2CCCO2)nc2scc(-c3ccco3)c2c1=O (stereo not given)	-8%	-15%[10 µM]	0%	21%[38.3 µM]	-10%	-11%	4%
Cc1cc(=O)n2c(-c3ccccc3C)n[nH]c2n1	3%	-29%	-4%	27%[38.3 µM]	·	0%	-5%
CC(C)(C)C(=O)OC/C(N)=N/OC(=O)c1ccc(Cl)c(Cl)c1	19%	-1%[10 µM]	·	·	·	·	-13%[9.22 µM]
CCCOc1ccc(-c2nc(C#N)c(N3CCc4ccccc4C3)o2)cc1	1%	-2%	-1%	31%[activator][38.3 µM]	11%	-11%	12%
O=C(NCc1ccco1)C(=O)NCC(c1ccco1)N1CCOCC1 (stereo not given)	9%	?	3%	-3%	-41%	·	0%
CC(=O)OCCCCON1C(=O)c2ccccc2C1=O	-1%	-4%	-5%	-12%[38.3 µM]	17%	1%	-2%
COc1ccccc1-c1nnc(NC(=O)c2ccc(S(=O)(=O)N(C)C)cc2)o1	-1%	-3%	3%	26%[38.3 µM]	-15%	?	13%[9.22 µM]
O=C(OC(C(=O)NCc1ccco1)C(OC(=O)c1ccccc1)C(=O)NCc1ccco1)c1ccccc1 (stereo not given)	1%	15%[10 µM]	1%	3%	3%	7%	17%
O=C1N/C(=C/c2cccn2-c2ccccc2)C(=O)N1Cc1ccccc1F	-1%	-8%[10 µM]	-2%	0%	-4%	-12%	-9%
O=C(CCC1CCCC1)N[C@@H](Cc1ccc(O)cc1)C(=O)O	7%	2%[10 µM]	·	12%	·	·	0%[9.22 µM]
C=CCN(c1ccccc1OC)S(=O)(=O)c1ccc(Cl)c(C(=O)Nc2ccc(N3CCOCC3)cc2)c1	-28%	4%[10 µM]	0%	22%	-23%	?	-11%
CCCCOc1ccc(C2C(C(=O)c3ccc(C)o3)=C(O)C(=O)N2CC2CCCO2)cc1 (stereo not given)	-2%	-12%[10 µM]	3%	?	-21%	2%	5%
Cc1c(NC(=O)c2cc(-c3ccc(O)cc3)on2)c(=O)n(-c2ccccc2)n1C	-5%	13%[10 µM]	·	·	-14%	·	0%[9.22 µM]
The results go on:
SMILES	CBFb-RUNX1 inh	HTT cytoprotect	KinaseGlo FLuc	IMPase Li inh	SMN2 splice enh	Lamin A splicing	HttQ103 aggreg
Cn1cc([N+](=O)[O-])c(C(=O)N/N=C/c2cc3c(cc2Br)OCO3)n1	-6%	4%[10 µM]	1%	2%	·	·	5%[9.22 µM]
Cc1cccc(-n2ncc(C#N)c2N)c1	2%	-23%[0.074 µM]	4%	11%[38.3 µM]	30%	1%	-6%
Cc1ccc(C(=O)NC(NCC2CCCO2)C(Cl)(Cl)Cl)cc1 (stereo not given)	-3%	2%[10 µM]	3%	16%	-11%	-13%	-8%
Cc1ccc(S(=O)(=O)NCCSc2ccccc2)cc1[N+](=O)[O-]	16%	-3%[10 µM]	1%	21%	-5%	-17%	3%
O=c1c2cccnc2nc2n1CCCCC2	4%	18%[10 µM]	0%	4%	8%	?	-5%
Cn1c2c(c(=O)n(C)c1=O)CN(Cc1ccc3c(c1)OCO3)CN2	1%	-1%[0.074 µM]	2%	22%[38.3 µM]	-11%	5%	-16%
COc1cc(/C(C)=N/NC(=O)Cc2c(C)[nH][nH]c2=O)ccc1O	6%	0%[10 µM]	1%	7%	3%	-7%	23%
Cc1nc(CSc2n[nH]c(=O)n2-c2ccccc2)cs1	5%	3%[10 µM]	·	·	·	·	-4%[9.22 µM]
COc1ccc(NC(=O)CSc2nnc(-c3cccs3)n2Cc2ccco2)cc1OC	0%	-3%	·	·	·	?	-15%
Cc1cc(N2CCN(c3nnnn3-c3ccccc3)CC2)n2ncnc2n1	0%	5%	0%	3%[38.3 µM]	0%	-5%	-13%
CC1(C)CC(=O)C(C(=S)Nc2ccccc2)=C(NCCN2CCOCC2)C1	-11%	5%	-3%	-7%[38.3 µM]	8%	8%	4%
O=C(N/N=C/c1cccc([N+](=O)[O-])c1)c1ccc2c(c1)OCCO2	-1%	-90%[inhibitor]	-1%	16%[38.3 µM]	22µM*	14%	2%
